# PfHsp40 rescue: rescue of yeast from PfHsp40 toxicity, primary screen, S. cerevisiae, ATP luminescence; hit rate 0.68% among 340,000; growth rescue, % at 12.5 µM; AID 504582, 2011; S. cerevisiae expressing PfHsp40, growth rescue; in the data active = growth rescue above about 28%, passing the limit was not always enough; inconclusive = no clear call, values can overlap the other calls;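 also: yeast W303a lacking pdr1 and pdr3 grown in galactose medium; growth measured after three days at 30 °C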
# PrPC surface inh: inhibitors of human cell surface prion protein PrPC, primary screen, cell-based, TR-FRET | Major prion protein (Homo sapiens), P04156 | inhibition, % at 13.8 µM | hit rate 0.43% among 370,000 | TR-FRET read-out; in the data active = inhibition above about 24%; also: 0% = median of the test wells and 100% = reference compound wells
# BoNT A protease: BoNT/A light chain protease inhibitors, primary screen, biochemical, flow cytometry, MLPCN library. inhibition, % at 10 µM. Botulinum neurotoxin type A light chain protease (Clostridium botulinum A str. ATCC 3502). multiplex microsphere protease substrate cleavage. hit rate 0.17% among 360,000; also: plate controls were buffer without enzyme for full effect and enzyme alone for no effect
# SARS 3CLpro inh: SARS-CoV 3CLpro protease inhibitors, primary screen, biochemical, quenched FRET. inhibition, % at 6 µM. Replicase polyprotein 1ab (Severe acute respiratory syndrome coronavirus), P0C6X7. hit rate 0.14% among 290,000. AID 1706, 2009. recombinant SARS-CoV 3CLpro, quenched FRET peptide cleavage; in the data active = inhibition above about 12%
# Y pestis TopoI: Yersinia pestis topoisomerase I inhibitors, primary screen, biochemical, cleavage product accumulation, plate reader, single point | AID 504884, 2011 | hit rate 0.064% among 360,000 | activity, % at 10 µM | Y. pestis Topo-I cleavage product accumulation; in the data active = activity above about 50%, passing the limit was not always enough; inconclusive = no clear call, values can overlap the other calls; also: inactives centre near 2
# BH1578 lux ind: inducers of Vibrio cholerae quorum light production without autoinducers, primary screen, BH1578 luxS cqsA deficient, single point; V. cholerae BH1578 lux reporter, luminescence, 6 h; activation, % at 18.7 µM; hit rate 0.16% among 350,000; AID 588436, 2011; in the data active = activation mostly above about 9.7%, no sharp cut-off; inconclusive = no clear call, values can overlap the other calls; inactive = mostly below about 3.7%; also: not every result past the cut was called active; inactives centre near 0; reference of the scale not given here
# Anthrax LF inh2: Bacillus anthracis LF protease inhibitors, primary screen, biochemical, multiplex microsphere, MLPCN library | multiplex microsphere protease cleavage assay | inhibition, % at 10 µM | AID 588501, 2011 | hit rate 0.12% among 360,000 | Lethal factor (Bacillus anthracis), P15917; also: plate controls were buffer without enzyme for full effect and enzyme alone for no effect
# TcdB inh: TcdB glycohydrolase inhibitors, primary screen, biochemical, single point, plate reader. TcdB glycohydrolase enzymatic assay. inhibition, % at 9.99 µM. hit rate 0.24% among 350,000; in the data active = inhibition above about 10%
# Target sequence (P18177 whole entry, looked up): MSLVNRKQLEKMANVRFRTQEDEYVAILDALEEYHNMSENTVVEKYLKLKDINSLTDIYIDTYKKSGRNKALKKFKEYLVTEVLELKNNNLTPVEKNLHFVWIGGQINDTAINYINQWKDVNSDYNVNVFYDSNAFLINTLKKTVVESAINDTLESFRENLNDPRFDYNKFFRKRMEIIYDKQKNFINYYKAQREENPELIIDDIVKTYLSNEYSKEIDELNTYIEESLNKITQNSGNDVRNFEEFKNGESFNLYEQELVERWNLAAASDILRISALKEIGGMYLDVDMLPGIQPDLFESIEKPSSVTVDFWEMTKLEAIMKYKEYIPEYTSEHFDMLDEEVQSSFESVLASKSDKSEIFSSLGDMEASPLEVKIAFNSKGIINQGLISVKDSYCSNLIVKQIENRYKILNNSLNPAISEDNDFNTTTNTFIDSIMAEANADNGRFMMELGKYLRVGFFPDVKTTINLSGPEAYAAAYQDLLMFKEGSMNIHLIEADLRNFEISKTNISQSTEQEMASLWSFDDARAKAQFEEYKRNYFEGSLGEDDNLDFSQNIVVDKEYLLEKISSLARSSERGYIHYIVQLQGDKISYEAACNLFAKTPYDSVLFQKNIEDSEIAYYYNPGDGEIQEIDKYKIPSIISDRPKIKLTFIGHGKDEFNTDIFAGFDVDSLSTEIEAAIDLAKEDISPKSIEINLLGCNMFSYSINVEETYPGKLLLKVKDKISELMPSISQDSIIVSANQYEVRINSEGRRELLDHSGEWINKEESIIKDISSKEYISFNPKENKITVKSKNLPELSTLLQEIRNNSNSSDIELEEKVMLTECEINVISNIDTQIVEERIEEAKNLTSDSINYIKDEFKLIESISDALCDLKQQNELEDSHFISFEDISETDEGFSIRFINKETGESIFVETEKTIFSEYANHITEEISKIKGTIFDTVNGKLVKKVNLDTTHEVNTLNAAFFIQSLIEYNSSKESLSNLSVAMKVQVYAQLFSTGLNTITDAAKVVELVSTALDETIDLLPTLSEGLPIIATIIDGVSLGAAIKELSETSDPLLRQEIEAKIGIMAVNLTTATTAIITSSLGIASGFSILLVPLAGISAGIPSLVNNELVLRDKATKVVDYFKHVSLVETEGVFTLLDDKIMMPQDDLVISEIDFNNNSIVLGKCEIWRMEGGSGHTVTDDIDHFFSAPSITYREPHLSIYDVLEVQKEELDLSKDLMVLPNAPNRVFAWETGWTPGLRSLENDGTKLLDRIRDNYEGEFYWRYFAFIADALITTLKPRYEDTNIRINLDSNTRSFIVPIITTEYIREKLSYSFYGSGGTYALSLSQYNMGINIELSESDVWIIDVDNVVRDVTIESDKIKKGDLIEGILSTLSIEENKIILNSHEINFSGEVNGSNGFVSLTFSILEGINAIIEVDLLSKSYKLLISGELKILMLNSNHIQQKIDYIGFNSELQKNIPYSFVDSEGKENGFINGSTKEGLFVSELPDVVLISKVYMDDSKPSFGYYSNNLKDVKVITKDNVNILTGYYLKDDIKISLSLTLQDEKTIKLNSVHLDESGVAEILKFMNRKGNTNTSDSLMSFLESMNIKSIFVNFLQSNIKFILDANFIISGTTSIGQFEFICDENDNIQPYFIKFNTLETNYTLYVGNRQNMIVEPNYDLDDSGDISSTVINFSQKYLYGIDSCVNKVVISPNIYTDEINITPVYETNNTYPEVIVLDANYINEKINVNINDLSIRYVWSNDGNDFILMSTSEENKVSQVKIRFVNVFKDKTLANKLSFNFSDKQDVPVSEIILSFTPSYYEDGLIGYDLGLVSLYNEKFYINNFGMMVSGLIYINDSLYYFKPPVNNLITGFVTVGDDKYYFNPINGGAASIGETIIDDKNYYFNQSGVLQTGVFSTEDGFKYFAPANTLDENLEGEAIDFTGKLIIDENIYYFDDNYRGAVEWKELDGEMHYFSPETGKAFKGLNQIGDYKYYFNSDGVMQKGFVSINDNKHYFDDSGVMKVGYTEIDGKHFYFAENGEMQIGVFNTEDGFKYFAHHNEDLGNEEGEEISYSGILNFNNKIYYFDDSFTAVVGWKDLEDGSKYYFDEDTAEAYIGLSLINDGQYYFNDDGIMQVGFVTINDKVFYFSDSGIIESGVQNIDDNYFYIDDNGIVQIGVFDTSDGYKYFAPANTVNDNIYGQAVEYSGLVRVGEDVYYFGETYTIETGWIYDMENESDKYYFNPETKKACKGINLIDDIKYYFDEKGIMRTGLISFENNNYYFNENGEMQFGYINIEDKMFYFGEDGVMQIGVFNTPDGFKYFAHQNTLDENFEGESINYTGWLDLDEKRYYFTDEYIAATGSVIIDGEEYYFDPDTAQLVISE
# PriA SSB inh: inhibitors of Klebsiella pneumoniae PriA binding to SSB C-terminal tail, primary screen, biochemical, AlphaScreen; AID 1272365, 2023; hit rate 0.6% among 430,000; PriA–SSB C-terminal tail interaction (Klebsiella pneumoniae); inhibition, % at 33 µM; AlphaScreen SSBct-PriA binding, biotinylated peptide; in the data active = inhibition mostly above about 37%, no sharp cut-off; inactive = mostly below about 20%;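 also: plate controls were negative control peptide for no effect and reference peptide for full effect; strong numbers were not always called active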
# * = called active by the depositor; i = inactive; ? = inconclusive; · = no result given; & = joins results of further samples. Rule as the data show it, unless noted: active = inhibition above about 30%; inconclusive = no clear call, values can overlap the other calls; inactive = below that.
SMILES,PfHsp40 rescue,PrPC surface inh,BoNT A protease,SARS 3CLpro inh,Y pestis TopoI,BH1578 lux ind,Anthrax LF inh2,TcdB inh,PriA SSB inh
CCSCc1nnc(SCC(=O)Nc2cccc(SC)c2)n1C,-0.8,4,-0.3,1,-2,12,-6,·,10
CCOc1ccc(CCNC(=O)COC(=O)c2cc(S(=O)(=O)N3CCOCC3)ccc2F)cc1OCC,-0.5,-2,2.6,-2,18,-0.1,?,-2.0,-2
C=CCn1c(=O)c(C(=O)NCCc2ccc(Cl)cc2)c(O)c2cc(OC)c(OC)cc21,0.5,-4,-1.9,1,-1,i,-9,1.3,-5
CC(C)n1cnc2c(N(C)c3cccc(Cl)c3)nc(N(CCO)CCO)nc21,0.6,-7,-1.0,·,10,0.4,-2,1.2,-5
O=c1[nH]c2cc3c(cc2cc1CN(CCc1ccccc1)C(=S)NCCCN1CCOCC1)OCCO3,-1.4,2,-0.5,·,12,-0.5,-5,-1.2,8
CN1CCN(C(=S)NC(=O)c2ccco2)CC1,-1.9,-7,-0.3,-5,3,-0.3,0,1.5,-2
COc1ccc(Nc2c3c(nc4ccccc24)CCC3)c(OC)c1,0.5,15,1.3,-5,0,-0.6,-11,0.7,6
Cn1nc(-c2ccccc2)c2cc([N+](=O)[O-])ccc21,1.5,-12,·,2,7,i,·,-1.0,6
O=S1(=O)CCOC[C@H](c2ccccc2)N1Cc1cccc(Cl)c1,3.3,-1,-0.8,3,3,-0.5,-12,1.7,-49
CCC(C)(C)c1ccc(OCCCC[n+]2cccc(C)c2)c(C(C)(C)CC)c1,-0.2,21,-0.1,1,0,-0.5,-3,3.5,-3
Cn1c(=O)c2c(-c3ccccc3)n(-c3cc(Cl)c([N+](=O)[O-])cc3O)cc2n(C)c1=O,·,-3,-18,·,·,·,-20,1.9,·
CC1=C(C#N)C(NC(=O)C2CC2)(C(F)(F)F)C(=O)N1 (stereo not given),0.6,-3,-0.1,0,-7,-2.2,0,·,-10
CCC(=O)N1CCN(c2ccc(NC(=O)c3ccc4c(c3)OCO4)cc2)CC1,1.4,12,-0.4,0,-4,1.8,0,·,1
O=C(COc1nc2ccccc2nc1N1CCOCC1)Nc1ccc(S(=O)(=O)N2CCCC2)cc1,-0.2,4,1.7,0,22,-0.2,14,0.5,-8
O=C(N=Nc1c(O)[nH]c(=O)[nH]c1=O)C1COc2cc3ccccc3cc2O1 (stereo not given),0.3,7,-0.5,6,10,-0.2,3,-1.1,-10
COCCn1c(=NC(=O)CCS(=O)(=O)c2ccccc2)sc2cc(C)ccc21,-0.7,1,1.5,1,2,0.5,-2,1.1,-1&0
CC(NCC(O)COc1ccc(Br)cc1)c1ccccc1 (stereo not given),-0.9,10,0.7,-4,2,-0.4,0,0.9,-4
CCc1nc(C)ccc1OCC(=O)N1CCc2c([nH]c3ccccc23)C1c1ccccn1 (stereo not given),-0.6,2,-2.3,6,-6,0.3,0,0.4,16
Cc1cc(C)n(CC(=O)N2N=C(C(F)F)CC2(O)C(F)F)n1 (stereo not given),1.0,4,-0.2,5,-1,-0.2,0,·,-14
Cc1ccc(S(=O)(=O)N2CCCC2C(=O)OCc2ccco2)cc1 (stereo not given),0.2,·,-0.2,-1,8,i,1,·,-8
Cc1ccc(-n2nnnc2SCC(=O)c2cc(C)n(CC3CCCO3)c2C)cc1 (stereo not given),-1.0,-3,-0.1,·,12,4.8,-7,·,3
COC(=O)c1ccc(CN2CCC(CO)(Cc3ccccc3Cl)CC2)cc1,9.0,-6,-1.0,0,32,i,8,0.8,-6
C/C(=C/CCC(C)(O)C1CC[C@@]2(C)[C@@H]3CC=C4[C@@H](CC[C@H](O[C@H]5O[C@@H](CO)[C@H](O)[C@@H](O)[C@@H]5O)C4(C)C)[C@]3(C)C(=O)C[C@]12C)CO[C@@H]1O[C@H](CO)[C@@H](O)[C@H](O)[C@H]1O (stereo not given in full),-0.8,-4,0.3,·,11,-0.5,3,-1.0,-12
CN1C(=O)c2ccccc2C(C(=O)NCCCN2CCCC2)C1c1c[nH]c2ccccc12 (stereo not given),0.6,·,0.3,5,-4,i,1,·,2
CCC(=O)Nc1cc(-c2nnc(OC)c3ccccc23)ccc1N1CCOCC1,0.6,4,0.6,-1,15,-0.2,-4,·,3
SMILES,PfHsp40 rescue,PrPC surface inh,BoNT A protease,SARS 3CLpro inh,Y pestis TopoI,BH1578 lux ind,Anthrax LF inh2,TcdB inh,PriA SSB inh
COC(=O)c1cc(COC(=O)c2ccc(OC)c(S(=O)(=O)N3CCCC3)c2)oc1C,-0.2,-3,0.0,-5,28,12,-2,·,-15
O=C(CCCn1c(=S)[nH]c2cc3c(cc2c1=O)OCO3)NC1CC1,-1.2,-3,-0.8,3,-7,i,-1,·,-12
O=C(CCc1nc2sc3c(c2c(=O)[nH]1)CCCC3)NCCc1ccc(Cl)cc1,·,16,0.2,·,1,-0.7,-4,-3.4,·
Cc1ccsc1CNC(=O)C1(C)CCN1C(C)C (stereo not given),·,-4,-0.5,·,-8,i,-4,1.0,·
O=C(NC(NC(=S)Nc1cccc(Cl)c1)C(Cl)(Cl)Cl)OCc1ccccc1 (stereo not given),-0.7,13,0.2,13*,2,0.4,-2,·,-5
CCN(CC)CCCN1C(=O)c2oc3ccccc3c(=O)c2C1c1cccnc1 (stereo not given),-0.7,-8,-0.7,4,2,2.8,1,·,-17
Cc1ccc(S(=O)(=O)NCC2CCC(C(=O)NC3CCCCC3)CC2)cc1 (stereo not given),1.0,2,-2.2,1,12,i,1,1.3,-13
Cc1noc(C)c1C(=O)N1CCCC1,0.1,7,-0.2,0,-3,i,1,·,-1
CSC(SC)=C(C#N)C(=O)c1ccccc1,-2.9,8,·,-3,-13,i,·,-0.3,-3
CCCCn1c(N)c(N(CCOC)C(=O)C2CCN(S(=O)(=O)c3ccc(C)cc3C)CC2)c(=O)[nH]c1=O,0.0,4,0.8,·,2,i,-1,1.3,3
CC1CC(C)CN(C(=O)c2cccc(NC(=O)CC3SC(N4CCCCC4)=NC3=O)c2)C1 (stereo not given),1.6,7,-0.5,·,21,i,-1,1.1,-2
Cc1cc(NC(=O)CC(CN(C)S(=O)(=O)c2ccccc2)c2ccccc2)no1 (stereo not given),0.4,-1,-0.8,-1,13,-0.2,-4,4.1,13
Cc1ccc(OCc2cc(C(=O)NCC(C)(C)N3CCOCC3)no2)cc1C,-0.9,2,-1.9,-4,1,1.2,3,1.1,8
COc1ccc(N2C(=O)CSC(c3ccccc3)C2=O)cc1 (stereo not given),-0.1,5,-0.7,5,-2,i,6,-1.3,6
Cc1nonc1NC(=O)c1ccc(Cl)c(S(=O)(=O)N2CCCCC2)c1,0.4,0,0.1,5,11,-13,-2,·,-12
CN(C)S(=O)(=O)c1ccc(Cl)c(-c2nnc3n2CCCCC3)c1,0.2,6,0.0,-1,3,0.7,-1,3.5,9
CN(Cc1ccccc1)C(=O)CCn1c(=O)oc2ccccc21,0.9,3,-0.4,-2,6,-0.8,-7,4.8,-3
Cc1cccn2c(=O)c3cc(C(=O)N4COCC4(C)C)n(Cc4ccccc4)c3nc12,0.8,6,-0.8,·,6,-0.6,-15,0.1,-15
O=C(Cn1cc(COc2c(Br)cc(F)cc2Br)nn1)c1ccc(O)cc1,1.8,-3,-0.1,·,2,-0.6,0,1.7,-7
Cc1nn(-c2ccccc2)c(C)c1NC(=O)COC(=O)C1CC(=O)N(CCc2ccccc2)C1 (stereo not given),-0.2,2,2.3,·,-1,i,3,0.1,-2
C=CCOc1ccc(/C=C2/C(=O)ON=C2C)cc1OCC,1.2,-2,0.8,4,7,i,1,0.9,-5
COC(=O)Cc1ccc(NC(=S)N2CCN(c3ccccn3)CC2)cc1,1.2,1,178*,-1,5,0.3,64*,-0.4,10
O=C(NC1CCc2ccccc21)c1cc(COc2cncc(Cl)c2)on1 (stereo not given),0.8,8,-0.8,3,34,1.1,-2,-0.7,-23
COc1ccc(C2Nc3ccccc3C(=O)N2NC(C)=O)c(OC)c1 (stereo not given),-1.7,7,-3.0,-2,-1,i,7,1.5,-6
CN(C)CCCNC(=O)c1ccc(Cl)c(S(=O)(=O)N2CCCCCC2)c1,-0.3,-6,-1.4,·,-6,i,-1,1.1,-6
SMILES,PfHsp40 rescue,PrPC surface inh,BoNT A protease,SARS 3CLpro inh,Y pestis TopoI,BH1578 lux ind,Anthrax LF inh2,TcdB inh,PriA SSB inh
CCCn1c(SCC(=O)NC2CCC(C)CC2)n[nH]c1=O (stereo not given),-1.7,0,0.0,·,1,-2.6,-4,1.0,-3
Cc1ccc(S(=O)(=O)N2[C@@H](c3ccc(C(C)(C)C)cc3)C(C(=O)O)=CC[C@H]2c2ccc3c(c2)OCO3)cc1,0.2,7,-0.2,·,19,2.0,-5,0.0,-14
Cc1cccc(N2CCN(C(=O)COc3ccc4c(c3)CCC4)CC2C)c1 (stereo not given),2.8,8,-0.4,·,49,i,-2,1.4,-8
COc1ccc(OC)c(CCNC(=O)c2cccc(NC(=O)C3=C(C)OCCS3)c2)c1,0.4,12,0.1,-5,5,2.6,-1,-6.0,7
COc1ccccc1CCNC1CCC(C(C)(C)C)CC1 (stereo not given),7.3,19,0.2,0,16,-0.5,-2,3.6,-12
CCc1ccccc1N(C(=O)c1snc(C(N)=O)c1N)C(C(=O)NCC1CCCO1)c1ccc(OC)c(OC)c1 (stereo not given),0.3,-5,0.1,7,24,-5.6,-3,1.0,3
CS(=O)(=O)N(CC(=O)Nc1ccc2c(c1)OCO2)c1ccccc1,2.4,-6,0.8,-6,2,0.9,0,0.4,3

# Exported with two lines to a compound: part of the list above
# Every second line gives: PfHsp40 rescue	PrPC surface inh	BoNT A protease	SARS 3CLpro inh	Y pestis TopoI	BH1578 lux ind	Anthrax LF inh2	TcdB inh	PriA SSB inh
CCSCc1nnc(SCC(=O)Nc2cccc(SC)c2)n1C
  -0.8	4	-0.3	1	-2	12	-6	·	10
CCOc1ccc(CCNC(=O)COC(=O)c2cc(S(=O)(=O)N3CCOCC3)ccc2F)cc1OCC
  -0.5	-2	2.6	-2	18	-0.1	?	-2.0	-2
C=CCn1c(=O)c(C(=O)NCCc2ccc(Cl)cc2)c(O)c2cc(OC)c(OC)cc21
  0.5	-4	-1.9	1	-1	i	-9	1.3	-5
CC(C)n1cnc2c(N(C)c3cccc(Cl)c3)nc(N(CCO)CCO)nc21
  0.6	-7	-1.0	·	10	0.4	-2	1.2	-5
O=c1[nH]c2cc3c(cc2cc1CN(CCc1ccccc1)C(=S)NCCCN1CCOCC1)OCCO3
  -1.4	2	-0.5	·	12	-0.5	-5	-1.2	8
CN1CCN(C(=S)NC(=O)c2ccco2)CC1
  -1.9	-7	-0.3	-5	3	-0.3	0	1.5	-2
COc1ccc(Nc2c3c(nc4ccccc24)CCC3)c(OC)c1
  0.5	15	1.3	-5	0	-0.6	-11	0.7	6
Cn1nc(-c2ccccc2)c2cc([N+](=O)[O-])ccc21
  1.5	-12	·	2	7	i	·	-1.0	6

# Screening results as filed in PubChem.

# The list is partial. The share of hits here may be higher or lower than overall.
